BLM inh: Bloom syndrome helicase (human) inhibition; P54132; recombinant BLM DNA unwinding, fluorescence dequenching; Potency, µM (titrated, usually from 56.1 µM), without a hit: at the top dose activity change, negative = inhibition, most hits filed as inhibitors; actives 0.2% (n = 350,000); AID 2528;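 note: potency is the fitted concentration of half-maximal effect; plate controls were vehicle for no effect and no enzyme for full effect; nearly all actives have a fitted effect of over 35% in size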
POLK inh: inhibitors of human DNA polymerase kappa | purified Pol kappa, fluorescent DNA synthesis assay, 10 min | actives 0.53% (n = 400,000) | Potency, µM (titrated, usually from 107 µM), without a hit: at the top dose activity, negative = inhibition, actives largely listed as inhibitors | Q9UBT6 | AID 588579; note: potency is the fitted concentration of half-maximal effect; % is set by controls: 0 for no effect and ±100 for the full control effect
Target sequence (Q9UBT6 whole entry, looked up): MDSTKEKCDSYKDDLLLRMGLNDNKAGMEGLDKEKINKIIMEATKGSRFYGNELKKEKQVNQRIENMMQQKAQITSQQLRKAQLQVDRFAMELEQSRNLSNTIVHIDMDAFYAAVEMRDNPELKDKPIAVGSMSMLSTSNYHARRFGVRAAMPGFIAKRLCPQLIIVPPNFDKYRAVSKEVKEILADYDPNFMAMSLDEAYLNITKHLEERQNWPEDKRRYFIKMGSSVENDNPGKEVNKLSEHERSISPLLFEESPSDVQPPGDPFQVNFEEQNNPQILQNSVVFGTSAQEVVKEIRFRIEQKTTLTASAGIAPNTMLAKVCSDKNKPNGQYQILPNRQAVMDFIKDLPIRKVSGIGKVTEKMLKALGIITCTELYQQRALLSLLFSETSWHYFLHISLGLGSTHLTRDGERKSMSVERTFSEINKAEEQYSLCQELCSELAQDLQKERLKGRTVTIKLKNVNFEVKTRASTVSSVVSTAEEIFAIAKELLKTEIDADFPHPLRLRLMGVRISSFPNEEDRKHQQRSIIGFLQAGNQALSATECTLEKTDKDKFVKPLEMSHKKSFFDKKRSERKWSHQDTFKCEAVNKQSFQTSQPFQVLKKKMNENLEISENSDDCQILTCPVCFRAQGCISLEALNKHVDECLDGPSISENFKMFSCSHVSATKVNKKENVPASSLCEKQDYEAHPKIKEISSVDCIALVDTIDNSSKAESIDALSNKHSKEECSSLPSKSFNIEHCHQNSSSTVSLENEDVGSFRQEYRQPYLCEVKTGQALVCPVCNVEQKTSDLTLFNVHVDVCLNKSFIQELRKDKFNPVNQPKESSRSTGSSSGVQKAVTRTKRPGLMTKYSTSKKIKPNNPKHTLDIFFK
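Here, compound and 10 nM enzyme are combined for 15 min at room temperature; adding 50 nM substrate (final) starts DNA synthesis, tracked by fluorescence at 0 and 10 min against buffer-only wells.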
Pol eta inh: DNA polymerase eta (human) inhibition; recombinant Pol eta, fluorescent DNA replication assay; Potency, µM (series often up to 114 µM), without a hit: at the top dose activity change, negative = inhibition, usual class: inhibitors; Q9Y253; actives 1.2% (n = 390,000); AID 588591; note: potency is the fitted concentration of half-maximal effect; % is set by controls: 0 for no effect and ±100 for the full control effect
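Pol eta (10 nM) was preincubated with compounds for 15 min at room temperature, after which fluorescent replication substrate (50 nM final) was added to start the reaction. Fluorescence was read kinetically at 0 and 10 min.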
APE1 inh: APE1 (human) endonuclease inhibition; Potency, µM (titrated, usually from 65.8 µM), without a hit: at the highest dose activity change, negative = inhibition, hits mostly inhibitors; recombinant APE1, TAMRA/BHQ-2 abasic DNA cleavage fluorescence; actives 0.35% (n = 350,000); P27695;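 note: potency is the fitted concentration of half-maximal effect; plate controls were vehicle for no effect and reference inhibitor for full effect; nearly all actives have a fitted effect of over 55% in size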
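Substrate: short duplex with […] THF abasic site, 5'-TAMRA and 3'-BHQ-2, 50 nM final. APE1 at 0.75 nM, preincubated 15 min RT with compound. Fluorescence increase from first to third read measured activity.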
POLB inh: DNA polymerase beta (human) inhibition; actives 1.3% (n = 340,000); P06746; Potency, µM (series often up to 114 µM), without a hit: top-dose activity change, negative = inhibition, most hits filed as inhibitors; Pol beta primer extension/strand displacement, fluorescence kinetic; note: potency is the fitted concentration of half-maximal effect; % is set by controls: 0 for no effect and ±100 for the full control effect
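Pol beta (10 nM) was preincubated with compound for 15 min at room temperature. The reaction was then started with 50 nM substrate and read immediately and after a further 10 min at room temperature.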
RXFP1 antagonist: antagonists of human relaxin receptor RXFP1; actives 0.59% (n = 350,000); AID 1259400; HEK293-RXFP1, relaxin-stimulated cAMP HTRF, 30 min; stronger effect = lower value; activity change, negative = inhibition, % at 57.5 µM;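 active = activity change of -60% or lower, but not beyond a set lower limit; inconclusive = change between -60% and -40%, or beyond the set limit; inactive = change above -40%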; note: % is set by controls: 0 for no effect and ±100 for the full control effect
Tb PGK inh: T. brucei PGK inhibition | P07378 | PGK/GAPDH coupled, Kinase-Glo luminescence, 60 min | Potency, µM (series often up to 57.5 µM), without a hit: at the top dose activity change, negative = inhibition, actives largely listed as inhibitors | actives 0.043% (n = 380,000) | AID 602233; note: potency is the fitted concentration of half-maximal effect; % is set by controls: 0 for no effect and ±100 for the full control effect; nearly all actives have a fitted effect of over 60% in size
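Recombinant glycosomal PGK reaction used 1,3-bisphosphoglycerate generated in-well by GAPDH (100nM final) in 100mM TEA pH 7.6, 5mM MgCl2, 0.01% Tween-20. After 60 minutes at room temperature, ATP was read by Kinase-Glo Plus luminescence end-point.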
POLI inh: DNA polymerase iota (human) inhibition. actives 1% (n = 390,000). Potency, µM (titrated, usually from 115 µM), for inactives: at the highest dose activity, negative = inhibition, hits mostly inhibitors. Pol iota fluorescent replication assay, 10 min; note: potency is the fitted concentration of half-maximal effect
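Fluorescent replication assay read twice, at 0 min and 10 min after adding 50 nM (final) substrate. Enzyme (10 nM) and compounds were first incubated 15 min at room temperature; enzyme-free buffer wells were negative controls.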
Apoferritin bind: binds horse apoferritin like a general anesthetic; actives 0.074% (n = 350,000); apoferritin/1-aminoanthracene competitive binding, fluorescence; Potency, µM (titrated, usually from 77.5 µM), without a hit: at the top dose activity change, negative = displacement, most hits filed as inhibitors; P02791; AID 485281; note: potency is the fitted concentration of half-maximal effect; % is set by controls: 0 for no effect and ±100 for the full control effect; nearly all actives have a fitted effect of over 20% in size
Target sequence (P02791 2-175 limits assumed): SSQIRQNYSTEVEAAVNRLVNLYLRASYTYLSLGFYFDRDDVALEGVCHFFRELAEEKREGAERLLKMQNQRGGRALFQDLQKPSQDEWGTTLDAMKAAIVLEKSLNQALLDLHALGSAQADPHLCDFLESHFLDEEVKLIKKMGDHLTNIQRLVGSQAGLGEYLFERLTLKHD
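Steps: apoferritin (10 uM) was premixed with half-saturated 1-AMA in PBS, compounds were pin-transferred, plates stood 10 min at room temperature, fluorescence was read at 380/535 nm, and curves were fitted with a Hill equation.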
Starred values were filed as active, the others as inactive; i = inactive; ? = inconclusive; · = not tested or not shown; & = joins results of further samples; [ ] = another dose, or the depositor's remark. Unless noted, calls come from the whole dose curve; as a rule, active = well fitted curve in the direction sought with a large enough effect; inconclusive = small, poorly fitted or top-dose-only effect, or another doubt; inactive = no such curve, though single readings can be large; an effect the other way counts as inactive or inconclusive.

(1) CCCSc1ncnc2[nH]ncc12
(2) CCN1CCN(C(c2cccs2)C(C)NC(=O)c2ccccc2OC)CC1 (stereo not drawn)
(3) CCN1CCN(S(=O)(=O)c2ccc3c(c2)OCCO3)CC1
(4) COCc1cc(C)n(CC(=O)NCC2CCCO2)c(=O)c1C#N (stereo not drawn)
(5) O=C(Nc1ccc(N2C(=O)C3C4C=CC(C4)C3C2=O)cc1Cl)c1cccs1 (stereo not drawn)
(6) O=C1OC(c2cc(Br)c(O)c(Br)c2)c2ccccc21 (stereo not drawn)
(7) CC1=C(c2ccc(C)c(C)c2)S(=O)(=O)N=C1N1CCC(C(=O)N2CCCCC2)CC1
(8) CN1CCN(C(=O)c2cc3sc4ccccc4c3s2)CC1

Screen / compound no.,1,2,3,4,5,6,7,8
BLM inh,·,3%,0%,-2%,-4%,·,4%,-7%
POLK inh,1%,-6%,-9%,-1%,-15%,-13%,-20%,14%
Pol eta inh,7%,-3%,5%,-8%,?,2%,·,-6%
APE1 inh,·,-6%,3%,8%,1%,·,·,1%
POLB inh,·,4%,-9%,15%,-5%,·,15%,29%
RXFP1 antagonist,12,0,-9,-6,-22,12,-8,6
Tb PGK inh,-9%,3%,-5%,0%,6%,2%,·,-2%
POLI inh,25%,6%,18%,-9%,5%,5%,-13%,42%[activator]
Apoferritin bind,·,-3%,-5%,-4%,?,·,?,-13%

Reformatted: results already given
Order of values: BLM inh, POLK inh, Pol eta inh, APE1 inh, POLB inh, RXFP1 antagonist, Tb PGK inh, POLI inh, Apoferritin bind
5) O=C(Nc1ccc(N2C(=O)C3C4C=CC(C4)C3C2=O)cc1Cl)c1cccs1 (stereo not drawn)
 : -4%, -15%, ?, 1%, -5%, -22, 6%, 5%, ?
6) O=C1OC(c2cc(Br)c(O)c(Br)c2)c2ccccc21 (stereo not drawn)
 : ·, -13%, 2%, ·, ·, 12, 2%, 5%, ·

Following part:
(9) O=c1c2sccc2n(Cc2ccc(F)cc2)c(=O)n1-c1ccc(F)cc1
(10) Cc1ccc(CSc2nc3cccnc3n2Cc2ccc(C(=O)NCCc3cccs3)cc2)cc1
(11) O=S(=O)(Nc1nc(SCc2ccc(Cl)cc2)n[nH]1)c1ccccc1
(12) O=C(c1ccco1)N1CCN(c2c([N+](=O)[O-])nn(-c3cccc(Cl)c3)[n+]2[O-])CC1
(13) OC(CNCc1ccccn1)c1ccccc1 (stereo not drawn)
(14) CN1CCN(CC(=O)NN(Cc2ccccc2)c2ccccc2)CC1
(15) Cn1cc(/C=C/C(=O)c2ccccc2)c2ccccc21
(16) Cc1nc2cc(-c3ccccc3)nn2c(C)c1CCC(=O)N1CCN(c2ccccc2)CC1

Screen / compound no.,9,10,11,12,13,14,15,16
BLM inh,-5%,-1%,-9%,-2%,3%,0%,-9%,-3%&-3%
POLK inh,-12%,-2%,-2%,1%,1%,-9%,-9%,-18%&-16%
Pol eta inh,-22%,-16%,-26%,-16%,-16%,5%,-15%,-11%&-12%
APE1 inh,25%,·,?,15%,2%,-2%,-8%,-4%
POLB inh,1%,0%,-25%,37%,15%,0%,-2%,9%&-4%
RXFP1 antagonist,-4,-15,6,5,15,-12,-21,·
Tb PGK inh,-7%,-10%,-7%,i,22%,-7%,-2%,-8%&-2%
POLI inh,17%,?,19%,23%,16%,86%[activator],45%[activator],-5%&-1%
Apoferritin bind,-10%,145%[activator],-7%,-9%,-10%,12%,-3%,-4%&-7%

A draw from above in order of SMILES length, lowest first.
(14) CN1CCN(CC(=O)NN(Cc2ccccc2)c2ccccc2)CC1
(10) Cc1ccc(CSc2nc3cccnc3n2Cc2ccc(C(=O)NCCc3cccs3)cc2)cc1
(12) O=C(c1ccco1)N1CCN(c2c([N+](=O)[O-])nn(-c3cccc(Cl)c3)[n+]2[O-])CC1

Screen / compound no.,14,10,12
BLM inh,0%,-1%,-2%
POLK inh,-9%,-2%,1%
Pol eta inh,5%,-16%,-16%
APE1 inh,-2%,·,15%
POLB inh,0%,0%,37%
RXFP1 antagonist,-12,-15,5
Tb PGK inh,-7%,-10%,i
POLI inh,86%[activator],?,23%
Apoferritin bind,12%,145%[activator],-9%

Going on with the list.
(17) COC(=O)CN1C(=O)C(C)(C)Oc2ccc(C(=O)Nc3cccc(OC)c3)cc21
(18) CC1=C(c2ccc(C(C)C)cc2)S(=O)(=O)NC1=NCc1ccccc1Br
(19) Cc1ccc(CN2CCc3c(OCC(=O)Nc4cc(C)ccc4C)cccc3C2=O)cc1
(20) CCOCCCNC(=O)C1CCC(CNS(=O)(=O)c2cccc3nsnc23)CC1 (stereo not drawn)
(21) COc1ccccc1C(=O)Nc1ccccc1OCc1cc(=O)n2c(C)csc2n1
(22) COc1ccccc1C1CC(=O)Nc2cc(C)c(C)cc21 (stereo not drawn)
(23) COc1ccccc1C(=O)NC(=O)COC(=O)Cc1n[nH]c(=O)c2ccccc12
(24) CC(=O)Nc1ccc(S(=O)(=O)Nc2cccc(-c3ccc4nncn4n3)c2)cc1

Screen / compound no.,17,18,19,20,21,22,23,24
BLM inh,-3%,-2%,-9%,-9%,3%,-2%,·,-1%
POLK inh,-4%,-2%,·,3%,-16%,1%,-2%,-4%
Pol eta inh,-6%,-3%,·,-1%,-13%,-17%,10%,11%
APE1 inh,2%,·,?,-3%,·,6%,-5%,-5%
POLB inh,?,-24%,47%,0%,13%,14%,·,?
RXFP1 antagonist,-4,-3,·,7,·,-20,4,13
Tb PGK inh,3%,-1%,·,i,-5%,i,2%,i
POLI inh,-4%,-3%,·,-6%,29%,101%[activator],2%,1%
Apoferritin bind,-1%,2%,0%,-12%,-1%,-20%,·,-8%

(25) Cc1cc(NC(=O)c2ccco2)cc(-c2nc3cc(Cl)ccc3o2)c1O
(26) COc1ccc(C(=O)Nc2nc3ccccc3s2)cc1OC
(27) Cc1cccc(N2CCN(C(=O)c3csc4ccccc34)CC2C)c1 (stereo not drawn)
(28) O=C(CNCc1ccco1)Nc1cc(S(=O)(=O)N2CCOCC2)ccc1N1CCOCC1
(29) COc1ccc(OCc2cc(C(=O)N(C)C3CCOCC3)no2)c2ccccc12
(30) COc1ccc(-c2cc(C(F)(F)F)nc(S(=O)(=O)CCCC(=O)Nc3cccc(O)c3)n2)cc1OC
(31) CN(C)CCSc1nc(-c2ccccc2)nc2c1CCCC2
(32) COc1ccc2[nH]c(C(=O)N/N=C/c3ccc(OC)c(O)c3)cc2c1

Screen / compound no.,25,26,27,28,29,30,31,32
BLM inh,-1%,-18%,-1%,·,-6%,-2%&1%,2%,-10%
POLK inh,-4%,1%,-10%,-12%,-7%,2%&-9%,0%,?
Pol eta inh,-7%,-5%,-17%,-15%,-9%,-20%&4%,-5%,?
APE1 inh,·,8%,13%,5%,27%,?,1%,22%
POLB inh,4%,9%,19%,·,-25%,6%&18%,1%,28µM*
RXFP1 antagonist,-16,6,-5,-1,10,-18&-22,-11,-1
Tb PGK inh,-4%,-3%,-7%,-1%,-1%,-6%&-1%,-7%,-10%
POLI inh,?,30%,10%,36%[activator],?,?,-13%[58.9 µM],31%[activator]
Apoferritin bind,51%[activator],-15%,0%,·,?,-18%&1%,1%,0%

(33) CC/C(O)=C(/C#N)c1nnc2n1CCCCC2
(34) O=C(OCc1ccccc1)N1CCC2CC1c1cc(-c3ccc(F)cc3)ccc12 (stereo not drawn)
(35) Cc1ccc(OCCC(=O)Nc2ccc3c(c2)OCCCO3)cc1
(36) CCOC(=O)C1=NNC2(c3ccccc3)C(=O)N(c3cccc(Br)c3)C(=O)C12 (stereo not drawn)
(37) CC(C)(C)NC(=O)CCN(/N=C/c1ccccc1O)C1=NS(=O)(=O)c2ccccc21
(38) NS(=O)(=O)c1ccc(NC(=O)c2cc(=O)c3ccccc3o2)cc1
(39) CC(C)C1C(=O)NC(=S)N1S(=O)(=O)c1ccc(C(C)(C)C)cc1 (stereo not drawn)
(40) CC(C)(C)NS(=O)(=O)c1ccc(NC(=S)NC(=O)C2CCC2)cc1

Screen / compound no.,33,34,35,36,37,38,39,40
BLM inh,5%,·,·,2%,-3%,-3%,1%,-6%
POLK inh,-1%,13%,0%,-8%,-8%,1%,-10%,-6%
Pol eta inh,-3%,-19%,-13%,-21%,0%,-21%,2%,-17%
APE1 inh,8%,·,37%,0%,14%,1%,0%,-3%
POLB inh,40%,·,·,-14%,31%,1%,-7%,-4%
RXFP1 antagonist,-1,·,-5,-18,-5,-19,-17,-17
Tb PGK inh,·,i,-4%,-3%,-2%,-6%,6%,0%
POLI inh,?,31%,18%,?,25%,27%,2%,52%[activator]
Apoferritin bind,-10%,·,·,0%,9%,-4%,?,-10%

(41) CCC(O)c1cc2c(cc1NC(=O)c1cccs1)OCCO2 (stereo not drawn)
(42) CCOC(=O)c1cc(S(=O)(=O)N2CCN(c3cc(C)ccc3C)CC2)[nH]n1
(43) COc1ccc2cc(C)c3nnc(SCc4cccnc4)n3c2c1
(44) CCCS(=O)(=O)N1CCC(N2CCN(Cc3ccc(F)cc3)C(=O)C2=O)CC1
(45) COc1ccc(OC)c(NC=C2C(=O)OC3(CCCCC3)OC2=O)c1
(46) CCOC(=O)C1(Cc2ccccc2C)CCCN(C(=O)CCC(=O)OC)C1 (stereo not drawn)
(47) O=C(/C=C/c1ccc(Cl)cc1Cl)NCCSc1ccccc1
(48) COc1ccc(NS(=O)(=O)c2cn(C)nc2C)cc1
(49) COc1ccccc1N1CCN(C(=O)c2cc(-c3ccc(Cl)cc3)on2)CC1

Screen / compound no.,41,42,43,44,45,46,47,48,49
BLM inh,-1%,-4%,-2%,1%,-12%,2%,-8%,0%,0%
POLK inh,-13%,-11%[60.1 µM],-23%,-6%[60.1 µM],-8%,-8%,-1%,-5%,-1%
Pol eta inh,-15%,4%,4%,4%,0%,-22%,-23%,1%,-18%
APE1 inh,3%,·,1%,·,-12%,19%,-3%,5%,-6%
POLB inh,0%,3%,-12%,27%,5%,7%,0%,3%,-11%
RXFP1 antagonist,3,·,2,-13,48,-3,-18,9,-24
Tb PGK inh,i,-7%,-6%,-8%,i,-1%,0%,7%,-2%
POLI inh,4%,-18%,27%,5%,-4%,96%[activator],2%,6%,3%
Apoferritin bind,-9%,?,-3%,8%,94%[activator],-6%,-9%,-3%,-8%

Screens from PubChem BioAssay.

A portion of the library; the hit share may differ from the screen's.
